# Assay outcomes: PubChem BioAssay, National Center for Advancing Translational Sciences (NCATS)
# aSyn yeast rescue = inhibitors of alpha-synuclein toxicity in yeast | S. cerevisiae alpha-synuclein toxicity rescue, BacTiter-Glo growth, 24 h | Potency, µM (titrated, usually from 46.1 µM), without a hit: at the top dose growth rescue (activation), actives largely listed as activators | 0.02% of 94,000 active; active = well fitted activation curve with a large enough effect; also: 0% is about no effect
#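 Growth restoration measured by BacTiter-Glo luminescence after 24 hr at 30 deg C; alpha-synuclein yeast, raffinose-pregrown to mid-log, were added at OD600=0.02 in galactose medium onto pinned compounds.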
# Numbers without * were called inactive; & = joins results of further samples; [ ] = another dose, or the depositor's remark. Potency is read from the fitted curve at half-maximal effect. A portion of the library (hit frequency here may not be typical).
SMILES,aSyn yeast rescue
CCOc1ccccc1CNC(=O)C1CCN(C2=NS(=O)(=O)C(c3ccc(C)c(C)c3)=C2C)CC1,6.4%
CCOc1ccc(NC(=O)Cn2c(CCC(=O)O)ccc2-c2ccc(C)cc2)cc1,4.7%
COCCCN(C(=O)c1cc(Cl)nc2ccccc12)c1c(N)n(Cc2ccccc2)c(=O)[nH]c1=O,-7.6%
Cc1ccc2[nH]c(CSc3nnc(C)s3)cc(=O)c2c1,4.5%
Cc1cc(C)c(C#N)c(SCCS(=O)(=O)c2ccc(Cl)cc2)n1,-3.4%
N#Cc1ccc(-c2cccs2)nc1SCc1c(F)cccc1Cl,4.1%
Cc1ccc(C(=O)Nc2cc3nn(-c4ccccc4)nc3cc2Cl)c(C)c1,-13.9%
CC(C(Sc1ccccc1N)c1ccccc1)[N+](=O)[O-] (stereo not given),10.2%
COc1ccc(Cn2c(CO)cnc2SCc2ccc(F)cc2)cc1,-2.2%
COc1cccc(C2C(C(=O)Nc3ccc(C)cc3C)=C(C)Nc3c(C(=O)Nc4ccccc4)cnn32)c1 (stereo not given),-4.3%
COCCCNC1=C(C#N)C(=O)NC(c2cccs2)S1 (stereo not given),2.2%
CCOC(=O)C1=C(C)Nc2sc(C(=O)c3ccc(C)cc3)c(N)c2C1c1ccc(C(=O)OC)cc1 (stereo not given),-2.8%
COc1ccc(OC)c(C2CC(=O)N3CN(c4ccccc4)CSC3=C2C#N)c1 (stereo not given),2.4%
Cc1cc(C)cc(-n2c(SCC(=O)N3CCCCCC3)nc3c([nH]c4ccccc43)c2=O)c1,1.4%
CCCN(C(=O)Cn1ncc2c1-c1ccccc1OC2)c1cccc(C)c1,-1.8%
COc1ccccc1NC(=O)CSCc1cc(=O)c2c(C)cc(C)cc2[nH]1,-0.3%
COc1ccc(C(CNC(=O)c2cc3ccccc3cc2O)N2CCOCC2)cc1 (stereo not given),5.1%
CSC(SC)=C(C(C)=O)C(=O)c1ccc(C)cc1,8.6%
CCCN(CC(=O)Nc1ccccc1OC)C(=O)c1cc2ccccc2o1,9.9%
COc1ccc(N(CC(=O)N2CCc3ccccc32)S(=O)(=O)c2c(C)nn(C)c2C)cc1,4.2%
COCCNC(=O)C(=O)N/N=C(\C)CC(=O)Nc1cccc(C(F)(F)F)c1,14.1%
CCN1CCC[C@H]1CNCCCn1cnc2c(SC)ncnc21,2.3%
CCCCOc1ccc(C(=O)NCC(=O)NCCOc2ccccc2)cc1,8.9%
CC1C(=O)N2CCCc3cc(S(=O)(=O)Nc4ccc(Br)cc4F)cc1c32 (stereo not given),4.0%
Cc1ccc(C)c(NC(=O)C2CCCN(c3ncnc4onc(C)c34)C2)c1 (stereo not given),5.2%
O=C(COc1ccc([N+](=O)[O-])cc1)NC(=O)NC1CCS(=O)(=O)C1 (stereo not given),7.9%
O=C(NCCc1ccc(Cl)cc1)c1cnc2sc(N3CCCC3)nn2c1=O,9.2%
COc1ccccc1N1CCN(Cc2cc(COC(C)C)c3cccnc3c2O)CC1,-7.0%
CCOC(=O)c1cc(-c2ccccc2)n(-c2cccc(C(=O)N(CC)c3ccccc3)c2)c1C,8.0%
Cc1ccccc1Nc1cc(C(=O)NC2CCCCC2)c2ccccc2n1,-8.9%

# Some of the entries above, set out differently.
molecule | aSyn yeast rescue
CCCN(C(=O)Cn1ncc2c1-c1ccccc1OC2)c1cccc(C)c1 | -1.8%
COc1ccccc1NC(=O)CSCc1cc(=O)c2c(C)cc(C)cc2[nH]1 | -0.3%
COc1ccc(C(CNC(=O)c2cc3ccccc3cc2O)N2CCOCC2)cc1 (stereo not given) | 5.1%
CSC(SC)=C(C(C)=O)C(=O)c1ccc(C)cc1 | 8.6%
CCCN(CC(=O)Nc1ccccc1OC)C(=O)c1cc2ccccc2o1 | 9.9%
COc1ccc(N(CC(=O)N2CCc3ccccc32)S(=O)(=O)c2c(C)nn(C)c2C)cc1 | 4.2%
COCCNC(=O)C(=O)N/N=C(\C)CC(=O)Nc1cccc(C(F)(F)F)c1 | 14.1%
CCN1CCC[C@H]1CNCCCn1cnc2c(SC)ncnc21 | 2.3%
CCCCOc1ccc(C(=O)NCC(=O)NCCOc2ccccc2)cc1 | 8.9%
CC1C(=O)N2CCCc3cc(S(=O)(=O)Nc4ccc(Br)cc4F)cc1c32 (stereo not given) | 4.0%
Cc1ccc(C)c(NC(=O)C2CCCN(c3ncnc4onc(C)c34)C2)c1 (stereo not given) | 5.2%
O=C(COc1ccc([N+](=O)[O-])cc1)NC(=O)NC1CCS(=O)(=O)C1 (stereo not given) | 7.9%
O=C(NCCc1ccc(Cl)cc1)c1cnc2sc(N3CCCC3)nn2c1=O | 9.2%
COc1ccccc1N1CCN(Cc2cc(COC(C)C)c3cccnc3c2O)CC1 | -7.0%
CCOC(=O)c1cc(-c2ccccc2)n(-c2cccc(C(=O)N(CC)c3ccccc3)c2)c1C | 8.0%
Cc1ccccc1Nc1cc(C(=O)NC2CCCCC2)c2ccccc2n1 | -8.9%

# Following part
SMILES,aSyn yeast rescue
CC(=O)c1cccc(NC(=O)c2sc(-n3nc(C)c(Cc4ccccc4)c3C)nc2C)c1,-3.2%
CSc1nc(N2CCN(c3ccccc3Cl)CC2)c2ccccc2n1,-12.2%
Cc1ccc(CNC(=O)CSc2nc(=O)n(Cc3ccco3)c3c2CCC3)cc1,3.7%
CCC(=O)N1CCc2cc(Br)cc(S(=O)(=O)N3CCC(C(=O)N(CC)CC)CC3)c21,3.0%
O=C(O)c1ccccc1C(=O)NCC(O)c1ccccc1 (stereo not given),-2.8%
O=C(NCc1ccccc1Cl)C(=O)NCC(c1ccco1)N1CCOCC1 (stereo not given),-1.4%
Cc1cccc(NS(=O)(=O)c2ccc(C)c(C(N)=O)c2)c1,-3.6%
O=S(=O)(Cc1ccccc1)N1CCn2c(nc3ccccc32)C1,3.5%
C[C@H](CO)N1C[C@H](C)[C@H](CN(C)C(=O)c2ccncc2)OCc2cnnn2CCCC1=O,-1.2%
O=C1COc2ccc(C(=O)COC(=O)c3cccnc3Cl)cc2N1,0.6%
CCCC(=O)N(C1CC(C)C(C#N)(C#N)C1(C#N)C#N)N(C)C (stereo not given),15.1%
CC(=O)c1ccc(N2CCN(S(=O)(=O)c3cc(-c4onc(C)c4C)ccc3C)CC2)cc1,3.9%
Cc1nc(-c2cccc(NC(=O)Nc3ccc([N+](=O)[O-])cc3)c2)no1,-14.3%
CCN(CC)CCC(C)OC(=O)c1ccc(O)cc1O (stereo not given),9.0%
COc1cc(OC)cc(-c2nc3n(n2)C(c2ccccc2F)C(C(=O)Nc2cccnc2)=C(C)N3)c1 (stereo not given),2.0%
CCCc1ccc(OCC(=O)Nc2sc3c(c2C(=O)OC)CCCCC3)cc1,-6.3%
COc1ccc(Cn2c(C(=O)O)c(CNCCc3cccs3)c3ccc(C)cc32)cc1,-1.4%
Cc1cc(=O)[nH]c2nnc(SCc3ccc(C(F)(F)F)cc3)n12,-7.9%
COc1cccc(-n2c(SCC(=O)N3CCc4ccccc43)nc3c([nH]c4ccccc43)c2=O)c1,8.5%
CCOC(=O)N1CCN(C(=O)C2CC(=O)N(c3ccc(C)cc3)C2)CC1 (stereo not given),5.1%
O=C(Cn1nc(Cc2cccnc2)c2ccccc2c1=O)Nc1ccc2c(c1)OCO2,-9.6%
CCC(C)NC(=O)c1sc2nc(C)c(C(=O)Nc3ccc(C)cc3C)c(-c3ccc(Cl)cc3)c2c1N (stereo not given),9.7%
COc1ccc(-c2cc(C(=O)NCCc3ccc(Cl)cc3)[nH]n2)cc1,-0.7%
CCOc1ccc(NC(=O)Cn2c(C)ccc(C#N)c2=O)cc1,-10.5%
O=C(Nc1ccc(F)c(F)c1)C1CCCN(S(=O)(=O)c2cccc3nonc23)C1 (stereo not given),-1.0%&-0.3%
NC(=O)C1CCN(C(=S)NC2CC3C=CC2C3)CC1 (stereo not given),-31.8%[inhibitor]
CC1C/C(=C\c2ccccc2[N+](=O)[O-])c2nc3ccccc3c(C(=O)O)c2C1 (stereo not given),9.4%
CNC(=O)CSc1nc2cc(S(=O)(=O)Nc3ccccc3OC)ccc2o1,0.1%
COc1cccc(NC(=S)N2CCCN(Cc3ccc(F)cc3)C2)c1,-2.5%
CCCCCCN1C[C@H](O)[C@@H](n2cc(-c3ccc(F)cc3)nn2)C[C@@H]1c1ccc(Cl)cc1,-25.2%
COc1ccc(-c2ccc(C#N)c(OC)n2)cc1,11.8%
Cc1ccc2nc(C(Cl)(Cl)Cl)nc(N/N=C/c3ccc([N+](=O)[O-])cc3)c2c1,0.1%
Cc1ccc(C2C(=O)N(C3CCCCCC3)CC(=O)N2CCC2=CCCCC2)cc1 (stereo not given),-24.9%
Cc1ccc(NC(=O)Nc2nnc(SCC(=O)Nc3ccc(F)cc3F)s2)cc1,2.1%
CCCCNCc1cc(OCC)c(OCC)cc1Br,2.2%
CCOc1ccc(N2CC(C(=O)N3CC(C)OC(C)C3)CC2=O)cc1 (stereo not given),-4.4%
Cc1cccc(NC(=O)C2CCC(CNS(=O)(=O)c3csc(C(N)=O)c3)CC2)c1C (stereo not given),-15.2%
CC(C)(C)OC(=O)N1CCC(c2c(C(=O)NCc3ccco3)cnn2-c2ccc(F)cc2F)CC1,5.9%
O=C(CSc1nc(=O)n(CCN2CCOCC2)c2c1CCCC2)Nc1cccc([N+](=O)[O-])c1,-7.3%
CCOC(=O)C1CCCN(C(=O)c2ccc3c(c2)N(Cc2ccc(Cl)cc2)C(=O)c2ccccc2S3=O)C1 (stereo not given),5.9%
O=C(COc1cccc2c1CCNC2=O)Nc1cccc(F)c1,8.5%
O=C(O)c1ccc(Cl)c(NC(=S)NC(=O)c2ccccc2[N+](=O)[O-])c1,-8.2%
COc1cccc(C2C(C(N)=O)=C(C)Nc3nc(CCCO)nn32)c1 (stereo not given),4.5%
COc1ccc(CCN2C(=O)C3C(C2=O)C2C=CC3C23CC3)cc1OC (stereo not given),-6.0%
CCOc1ccc(NC(=O)CSc2oc(-c3ccco3)nc2S(=O)(=O)c2ccc(C)cc2)cc1,-2.6%
O=C(CC1CC2CCC1C2)NCCc1ccc(Cl)cc1 (stereo not given),1.0%
COCCCNC(=O)c1sc2nc(C)c(C(=O)Nc3ccc(C)cc3C)c(-c3ccc(Br)cc3)c2c1N,4.0%
Cc1ccccc1NC(=O)OCc1cccnc1Oc1ccc(Cl)cc1,-19.7%
Cc1cccc(N2CCN(C(=O)c3cc4c(=O)oc5ccccc5c4s3)CC2)c1C,-14.5%
COc1ccc(OC)c(C2CC(=O)N3CN(c4ccc(C)c(Cl)c4)CSC3=C2C#N)c1 (stereo not given),-0.4%
Cc1ccc(-c2nnc(SC(C)C(=O)NCC3CCCO3)nc2-c2ccc(C)cc2)cc1 (stereo not given),2.8%
COc1ccc(C2c3cc(OC)c(OC)cc3CC(=O)N2c2ccc(C)cc2)cc1 (stereo not given),-2.3%
Cc1ccc2c(c1)N(C)/C(=C/c1cccc[n+]1C)S2,-3.6%
COc1cccc2cc(-c3cn4c(n3)sc3cc(F)ccc34)c(=O)oc12,3.8%
COc1cc(NC(=O)C(=O)Nc2ccc3nc4n(c(=O)c3c2)CCCCC4)cc(OC)c1OC,2.3%&-0.3%
C[C@H](CO)N1C[C@H](C)[C@@H](CN(C)Cc2ccc3c(c2)OCO3)Oc2cc(Br)ccc2S1(=O)=O,3.0%
CCN(C(=O)CSc1nc2cc(S(=O)(=O)N(CC)CC)ccc2n1CC)C1CCS(=O)(=O)C1 (stereo not given),-0.4%
COc1ccc(CCNC(=O)CNC(=O)c2ccc(Br)o2)cc1OC,-0.8%
O=C(O)c1cccc(Nc2ncnc3scc(-c4ccccc4)c23)c1,-1.3%
O=C(Cn1cc(SCc2ccc(C(F)(F)F)cc2)c2ccccc21)N1CCCCCC1,-0.6%

# Carrying on:
SMILES,aSyn yeast rescue
C[C@H](CO)N1C[C@H](C)[C@H](CN(C)S(=O)(=O)c2ccc(C#N)cc2)OCc2cnnn2CCCC1=O,5.3%
O=C(CN1C(=O)COc2ccccc21)NC1CCCC1,1.2%
Cc1sc2ncn(CC(=O)N3CCN(c4ccc(F)cc4)CC3)c(=O)c2c1S(=O)(=O)N1CCC(C)CC1,4.4%
COc1cccc(CN(Cc2ccco2)c2cnc(S(C)(=O)=O)nc2C(=O)Nc2cccc(Cl)c2C)c1,4.2%
O=C(NCC(c1ccc2c(c1)OCO2)N1CCN(c2ccccc2)CC1)c1ccc(F)c(F)c1 (stereo not given),7.2%
Cc1cccc(N2CCN(C(=O)Cn3nc(C)c4sc5ccccc5c4c3=O)CC2)c1C,-4.5%
C/C(N)=C(/C#N)C(=O)COC(=O)CNS(=O)(=O)c1ccc2ccccc2c1,1.1%
COc1ccc(NC(=O)C(NS(=O)(=O)c2cccs2)C(C)C)cc1Cl (stereo not given),7.7%
O=C(NCc1ccccn1)c1cc2ccccn2n1,1.0%
COc1ccc(NC(=O)C2CCN(c3cnccn3)CC2)cc1Cl,-0.3%
O=C(CN1CCN(c2ccccc2F)CC1)N1CCc2ccccc21,-1.3%
COc1cc(/C=C/C(=O)NCC2CCCCC2)cc(OC)c1OC,-1.2%
Cn1c(N)c(C(=O)COC(=O)c2ccc(Cl)c(S(=O)(=O)N3CCCC3)c2)c(=O)n(C)c1=O,-1.6%
C=CCN(CC=C)Cc1cc(=O)n2c(-c3ccccc3)csc2n1,5.4%
CCOc1ccccc1NC(=O)CCS(=O)(=O)c1cccc2nsnc12,12.0%&-11.0%

# Some of the entries so far, as labelled records:
canonical_smiles: O=C(CN1CCN(c2ccccc2F)CC1)N1CCc2ccccc21
- aSyn yeast rescue: -1.3%
canonical_smiles: COc1cc(/C=C/C(=O)NCC2CCCCC2)cc(OC)c1OC
- aSyn yeast rescue: -1.2%

# Carrying on.
SMILES,aSyn yeast rescue
CC(C)(C)n1cnc2cc(NCc3ccccc3Cl)ccc21,-2.9%
O=C(O)c1cc(-c2cccc3ccccc23)nc2ccccc12,1.2%
COC(=O)c1sccc1S(=O)(=O)N(CC(=O)Nc1ccc(C)cc1)c1ccccc1,-5.1%
COc1ccc(CCNc2ncccc2C#N)cc1OC,-0.4%
O=C(Nc1ccc(O)c(-c2nc3ccccc3o2)c1)c1ccc(Br)cc1,-4.9%
COc1ccc(-c2nnc(SCc3cccc(Cl)c3)o2)cc1,8.8%
CCc1ccccc1NC(=O)C1(C)Cc2ccccc2C(=O)O1 (stereo not given),9.1%
